Source: PubChem (Sanford-Burnham Center for Chemical Genomics)
GRIN3A LBD mod: modulates the human NR3A ligand-binding domain. NR3A LBD differential scanning fluorimetry, Tm shift; 0% = protein alone, 100% = glycine-bound protein. 340,000 tested, 2.5% active. Tm shift relative to glycine control, % at 25 µM. AID 1259313;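 active = melting temperature shift of at least 10% of the positive control shift, at one fixed dose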
PfGluPho inh: PfG6PD (Plasmodium falciparum) enzyme inhibition; PfGluPho enzyme, NADPH resazurin-diaphorase fluorescence; inhibition, % at 20 µM; 350,000 tested, 0.78% active; AID 504690;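 active = inhibition reaching at least a set limit at 20 µM in the primary screen, cut at about 59% in these data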;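 also: 0% = DMSO wells with substrate and 100% = DMSO wells lacking glucose-6-phosphate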
hIAP act: human IAP activation. P09923. purified human IAP, CDP-Star luminescence, 30 min; active compounds read high; 1 = vehicle-only enzyme, 0 = enzyme-free background. activation factor at 10 µM. 330,000 tested, 0.16% active;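 active = activation factor of the enzyme at least 2-fold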; also: the source names both 10 and 20 µM as test concentration; values of inactives mirror those of a sister screen read the other way
Target sequence (P09923 whole entry, looked up): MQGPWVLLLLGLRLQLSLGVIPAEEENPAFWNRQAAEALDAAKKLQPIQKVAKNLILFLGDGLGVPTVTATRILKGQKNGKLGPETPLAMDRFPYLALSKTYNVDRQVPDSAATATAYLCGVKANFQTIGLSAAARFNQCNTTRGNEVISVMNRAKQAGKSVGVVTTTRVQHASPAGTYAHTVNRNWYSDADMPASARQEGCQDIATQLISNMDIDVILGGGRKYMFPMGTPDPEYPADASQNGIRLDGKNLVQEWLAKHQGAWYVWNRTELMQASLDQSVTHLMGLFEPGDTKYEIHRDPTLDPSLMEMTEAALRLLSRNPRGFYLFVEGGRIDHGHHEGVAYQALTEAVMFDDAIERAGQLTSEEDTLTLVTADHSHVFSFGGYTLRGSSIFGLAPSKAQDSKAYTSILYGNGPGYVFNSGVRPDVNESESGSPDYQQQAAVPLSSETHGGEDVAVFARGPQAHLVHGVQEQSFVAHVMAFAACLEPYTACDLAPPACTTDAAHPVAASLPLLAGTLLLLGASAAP
SENP6 inh: SENP6 protease inhibition; Q9GZR1; Recombinant SENP6 catalytic domain, aminoluciferin luminescence; inhibition, % at 10 µM; 330,000 tested, 1.8% active; AID 2599;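 active = inhibition above about 50% at the single tested dose, limit read from the data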;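 also: plate controls were DMSO wells with enzyme for no effect and DMSO wells lacking enzyme for full effect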
SENP1 FRET inh: inhibitors of human SENP1 SUMO protease catalytic domain; Q9P0U3; recombinant SENP1 catalytic domain, CyPet-SUMO1-YPet FRET cleavage; inhibition, % at 10 µM; 360,000 tested, 0.21% active;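 active = inhibition at least 30% at 10 µM, raw YFP signal under a set limit, fluorescence ratio 0.5 to 1.5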;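 also: 0% = enzyme with DMSO and 100% = no enzyme wells; some results filed as inactive read as strong as hits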
Target sequence (Q9P0U3 419-644 limits assumed): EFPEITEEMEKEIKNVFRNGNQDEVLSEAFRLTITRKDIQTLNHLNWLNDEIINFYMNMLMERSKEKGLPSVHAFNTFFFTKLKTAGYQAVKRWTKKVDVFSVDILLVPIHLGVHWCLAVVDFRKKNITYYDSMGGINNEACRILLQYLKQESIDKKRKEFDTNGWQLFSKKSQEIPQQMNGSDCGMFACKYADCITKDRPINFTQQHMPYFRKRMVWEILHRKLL
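Material – human SENP1 catalytic domain · Input – SENP1 enzyme, 20 pM final · Compound dosing – single concentration of 10 µM compound, 0.5% DMSO final · Timing – enzyme reaction for 50 min at room temperature, dark · Measured by – FRET fluorescence in CFP and YFP emission channels · Control set – no-enzyme wells low, DMSO-plus-enzyme wells high control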
SENP8 inh: inhibitors of human SENP8 protease. Q96LD8. recombinant SENP8, Nedd8 substrate fluorescence. inhibition, % at 20 µM. 360,000 tested, 0.64% active. AID 602440; in the data active = inhibition mostly above about 40%, no sharp cut-off; inactive = mostly below about 27%
Target sequence (Q96LD8 whole entry, looked up): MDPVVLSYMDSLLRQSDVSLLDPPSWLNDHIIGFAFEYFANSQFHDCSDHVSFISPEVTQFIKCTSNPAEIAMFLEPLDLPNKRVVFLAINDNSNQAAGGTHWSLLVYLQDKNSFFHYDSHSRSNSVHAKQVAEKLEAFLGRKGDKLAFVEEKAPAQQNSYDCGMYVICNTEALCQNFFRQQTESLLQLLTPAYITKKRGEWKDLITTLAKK
ATG4B inh: ATG4B (human) cysteine protease inhibition; ATG4B cleavage of LC3-PLA2, NBD-HPC fluorescence, 1 h; inhibition, % at 8.33 µM; 340,000 tested, 0.51% active; AID 504462; in the data active = inhibition above about 40%
MPTP block: inhibitors of mitochondrial permeability transition pore; isolated mouse mitochondria, Ca2+ swelling absorbance, 30 min; inhibition, % at 10 µM; 360,000 tested, 1.4% active; AID 602449;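 active = inhibition of 50% or more, scaled per plate between neutral and stimulator controls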;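 also: 0% = DMSO wells given calcium and 100% = 1 mM EGTA wells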
Starred values were filed as active, the others as inactive; i = inactive; · = not tested or not shown; & = joins results of further samples. Not a hit list; any-hit rate near 6.7%.

1. O=C(C1CCCN(Cc2ccc(F)cc2)C1)N1CCCCC1 (stereo not given)
2. CN(C(=S)NC(=O)C12CC3CC(CC(C3)C1)C2)c1ccc(O)cc1
3. O=CN1CCN(C(=O)c2ccc(Br)o2)CC1
4. COc1ccc(N2C(=O)CC(c3ccc([N+](=O)[O-])cc3)C2=O)cc1 (stereo not given)
5. COC(=O)c1cccc(F)c1C(=O)c1cccc2ccccc12
6. O=c1c2ccccc2nc2n1C(CSc1ccc(F)cc1)CN2 (stereo not given)
7. COc1ccccc1C(=O)Nn1c(C2CCC2)nc2ccccc2c1=O
8. CCN(CC)c1ccc(SS(=O)(=O)O)cc1
9. CCN(C(=O)COC(=O)CCC(=O)c1ccccc1)c1c(N)n(Cc2ccccc2)c(=O)[nH]c1=O
10. COC(=O)c1ccc(CSc2nc3scc(-c4cccs4)c3c(=O)[nH]2)o1
Screen / compound no.	1	2	3	4	5	6	7	8	9	10
GRIN3A LBD mod	0.0	1.6	0.9	0.0	3.6	-3.8	0.9	-1.3&3.4	-2.3	-11.0
PfGluPho inh	-3.4	102.8*	-3.6	2.7	34.8	20.7	-2.8	4.7&8.5	-15.6	7.5
hIAP act	0.96	0.758	0.867	0.997	·	0.86	1.11	0.86&0.813	0.884	0.883
SENP6 inh	0.8	11.2	-4.9	-2.9	·	-6.0	10.8	-1.2&3.3	-0.8	18.2
SENP1 FRET inh	0.2	-4.7	2.8	1.2	-2.9	-0.4	1.0	2.9&1.9	3.5	-19.7
SENP8 inh	11.6	-77.0	0.2	21.4	-11.5	11.5	16.8	24.0&19.1	-3.6	-7.4
ATG4B inh	-6.5	-8.8	5.7	6.3	-6.2	-3.9	-2.6	6.2&-4.7	2.4	53.5*
MPTP block	26.7	-0.3	-0.8	0.0	-1.5	-1.2	-1.4	4.3&-2.5	-1.6	24.3

11. CCCn1c(=O)c(C(=O)NCCc2ccccc2)c(O)c2ccccc21
12. O=C(c1ccccc1)N1CCN(C2CC3CCC2C3)CC1 (stereo not given)
13. CC1CN(S(=O)(=O)c2cccc(C(=O)N(Cc3nnc(-c4ccccc4Cl)o3)C3CC3)c2)CC(C)O1 (stereo not given)
14. CCOC(=O)c1c(CSc2ccccc2)oc2cc(Br)c(O)c(CN(C)C)c12
15. COc1cccc(C=Nc2cccc3c(=O)[nH][nH]c(=O)c23)c1O
16. COc1ccc(C(=O)Nc2ccc3nc(N4CCN(C)CC4)cc(C)c3c2)c(OC)c1
17. CCN(CC)C(=O)c1ccc(-c2ccccc2)cc1
18. COc1ccc(C(=O)OCC(=O)c2ccc(F)cc2)cc1OC
19. Cc1cc(-c2nc(C)c(C(=O)NNC(=O)NC(C)C)s2)no1
20. COc1ccc(C(CNC(=O)c2ccccc2C)N2CCCC2)cc1 (stereo not given)
Screen / compound no.	11	12	13	14	15	16	17	18	19	20
GRIN3A LBD mod	-0.8	8.9	-3.2	-0.9	-0.9	-1.6	0.2	-0.3	-0.1	6.3
PfGluPho inh	-30.2	-2.9	-1.9	24.7	0.2	2.8	-12.9	7.0	-2.0	13.6
hIAP act	0.844	1.41	0.949	1.19	1.7	1.02	1.04	0.935	0.986	1.15
SENP6 inh	10.2	-3.7	-6.8	0.4	67.1*	5.9	1.6	13.7	-5.2	-9.4
SENP1 FRET inh	0.7	1.6	-1.0	-3.8	-22.7	-0.5	-0.3	-0.9	1.6	-4.0
SENP8 inh	-9.6	12.9	-1.4	23.8	-36.4	-301.6	-2.3	2.5	10.2	20.4
ATG4B inh	9.5	-3.8	2.3	16.1	-0.1	-21.8	-0.3	2.6	-1.4	16.9
MPTP block	3.5	-0.1	-0.9	1.9	0.6	-0.7	0.1	-0.2	9.1	-0.8

21. COc1ccc(C)cc1Nc1n[n+](C)c(-c2c3ccccc3cc3ccccc23)s1
22. O=C(CCn1c(=S)oc2ccccc21)NCCC1=CCCCC1
23. CCOC(=O)c1sc2nc(N3CCOCC3)c3c(c2c1N)CCCC3
24. CCOc1ccccc1NC(=O)NC1(C(=O)NCc2cccnc2)CCCCC1
25. Cc1[nH]c(-c2ccc(F)cc2)cc1C(=O)N1CCN(c2ccc(Cl)cc2)CC1
26. Cc1cnc(C(=O)Nc2nnc(C(C)C)s2)cn1
27. Cc1noc2ncnc(Oc3ccccc3)c12
28. COc1ccc(C(=S)N(C)C)cc1OC
29. C[C@@H]1CN([C@@H](C)CO)C(=O)c2cc(NC(=O)Nc3ccc(F)cc3)ccc2O[C@@H]1CN(C)Cc1ccc(Oc2ccccc2)cc1
30. COc1ccc(-n2cc(C(=O)O)c(=O)cc2C)cc1
Screen / compound no.	21	22	23	24	25	26	27	28	29	30
GRIN3A LBD mod	-1.8	-0.4	-0.8	-2.0	8.9	1.0	0.9	0.6	11.6*	-0.8
PfGluPho inh	5.7	7.4	11.4	3.4	24.0	-0.7	-4.5	40.7	16.7	-3.5
hIAP act	0.885	1.04	0.999	1.02	0.979	1.05	0.738	0.879	0.895	0.848
SENP6 inh	3.4	6.6	-14.3	18.9	-17.7	8.4	-4.4	-0.8	-0.4	10.7
SENP1 FRET inh	-37.1	1.9	-10.2	1.9	1.4	0.3	1.8	3.4	2.1	1.8
SENP8 inh	-197.4	31.2	i	10.5	12.7	9.3	19.8	26.5	-50.6	4.4
ATG4B inh	-1.6	2.2	-6.7	-4.5	-26.1	1.1	-10.9	14.7	3.3	-12.2
MPTP block	0.2	1.7	1.8	-0.5	4.2	-0.7	-0.8	2.2	1.6	2.1

4 entries drawn at random from those above:
24. CCOc1ccccc1NC(=O)NC1(C(=O)NCc2cccnc2)CCCCC1
28. COc1ccc(C(=S)N(C)C)cc1OC
23. CCOC(=O)c1sc2nc(N3CCOCC3)c3c(c2c1N)CCCC3
25. Cc1[nH]c(-c2ccc(F)cc2)cc1C(=O)N1CCN(c2ccc(Cl)cc2)CC1
Screen / compound no.	24	28	23	25
GRIN3A LBD mod	-2.0	0.6	-0.8	8.9
PfGluPho inh	3.4	40.7	11.4	24.0
hIAP act	1.02	0.879	0.999	0.979
SENP6 inh	18.9	-0.8	-14.3	-17.7
SENP1 FRET inh	1.9	3.4	-10.2	1.4
SENP8 inh	10.5	26.5	i	12.7
ATG4B inh	-4.5	14.7	-6.7	-26.1
MPTP block	-0.5	2.2	1.8	4.2

Further structures follow.
31. Cc1ccc([C@H]2C[C@@H](O)[C@H](n3cc(C4CC4)nn3)CN2CC2CCCCC2)cc1
32. COc1ccc(-c2cc(C)no2)cc1S(=O)(=O)NCCc1ccco1
33. O=C(COc1ccc(Cl)cc1)NCCC1=CCCCC1
34. O=C1CC2(CCN(C(=O)c3ccc([N+](=O)[O-])cc3)CC2)Oc2ccccc21
35. Cc1cccc(N(CC(=O)N2CCOCC2)S(C)(=O)=O)c1
36. O=C(NC(=S)Nc1ccccc1F)C1CCCCC1
37. O=S1(=O)[C@H]2C[C@@H]3C=C[C@@]2(CN1Cc1cccc(Cl)c1)O3
38. CN(C(=O)CSc1nc(C2CC2)nc2ccccc12)c1nc(-c2ccccc2)cs1
39. COc1ccc(C)cc1NC(=O)Cn1cnnn1
40. Cc1c(OC(C)C(=O)NCCN2CCOCC2)ccc2c3c(c(=O)oc12)CCC3 (stereo not given)
Screen / compound no.	31	32	33	34	35	36	37	38	39	40
GRIN3A LBD mod	·	0.3	0.5	-0.8	-11.0	·	0.7	1.0	-2.4	1.3
PfGluPho inh	32.3	4.4	-3.7	-3.9	-4.8	·	-12.2	-0.7	-2.9	17.0
hIAP act	·	1.18	1.15	0.882	1.14	1.08	1.01	1.03	0.862	0.927
SENP6 inh	·	-12.4	-14.5	1.5	-12.2	0.2	-22.3	-14.9	-15.2	-6.1
SENP1 FRET inh	1.0	2.0	1.7	1.4	1.2	1.7	0.2	0.3	0.0	-24.8
SENP8 inh	9.1	2.6	0.9	-16.2	5.2	10.7	10.8	16.5	3.6	-184.1
ATG4B inh	·	4.0	-2.0	3.6	-5.5	·	2.6	6.6	-1.4	-2.6
MPTP block	-1.1	-0.1	3.5	0.7	-0.6	0.4	-0.5	5.6	-0.5	-1.4

41. CCCCN1CCNC[C@@H]1Cc1ccccc1
42. O=S(=O)(Nc1ccncc1)c1ccccc1
43. COCCCNC(=O)c1cc2c(=O)n3cccc(C)c3nc2s1
44. CC(=O)OCC(=O)C1CCC2C3CC=C4CC(O)CCC4(C)C3CCC12C (stereo not given)
45. C=C1C[C@H]2[C@@H]3CCc4cc(OC)ccc4[C@H]3CC[C@]12C
46. COc1ccccc1/C=N/NC(=O)CC(=O)NCc1ccccc1
47. COc1ccc(NC(=O)c2ccccn2)cc1OC
48. CCc1ccccc1NC(=O)NCc1cccnc1
49. Cc1ccc(NC(=O)Cn2nnc(C(=O)NCc3ccco3)c2N)c(C)c1
50. Cc1csc(NC(=O)CSc2nnc(Cc3cccn3C)n2-c2ccc(F)cc2)n1
Screen / compound no.	41	42	43	44	45	46	47	48	49	50
GRIN3A LBD mod	0.5	5.0	1.2	5.9	-2.1	0.0	-0.7	0.9	1.5	0.2
PfGluPho inh	-2.9	-22.5	4.3	5.4	-6.3	104.9*	-0.4	14.7	-9.6	-4.2
hIAP act	0.947	0.85	1.16	0.968	0.915	1.12	1.02	0.922	0.817	0.842
SENP6 inh	-6.1	-14.1	-36.9	-15.9	1.9	-14.2	-23.7	-6.3	3.6	-4.0
SENP1 FRET inh	-3.0	-1.5	-16.9	0.4	-0.8	0.0	2.0	-0.3	3.1	2.0
SENP8 inh	4.3	10.1	-292.2	8.4	6.4	7.8	7.9	11.8	7.2	4.2
ATG4B inh	-15.8	-6.7	-8.6	-1.8	6.4	-5.9	-3.5	-6.0	3.1	6.6
MPTP block	-1.1	-0.2	1.2	0.3	1.9	0.4	-1.1	-1.7	0.2	0.0

51. N=c1oc2ccccc2cc1-c1nc(-c2ccccc2)cs1
52. NC(=O)NC(=O)C(c1ccccc1)N1CCN(S(=O)(=O)c2ccc(Br)s2)CC1 (stereo not given)
53. COC(CNC(=O)CNC(=S)N(Cc1ccccc1)Cc1cccnc1)OC
54. CCCC1C(c2ccccc2)C(C#N)(C#N)C2(C#N)CC1(N)NC2=O (stereo not given)
55. c1ccc2cc(CSCc3nc4ccccc4[nH]3)ccc2c1
56. Clc1cccc(OCCN2CCCC2)c1
57. CC1(C)C(c2cccs2)=[N+]([O-])C2(CCCCC/C2=N\O)N1O (stereo not given)
58. CCN1CCN(c2nc(-c3ccccc3)nc3ccccc23)CC1
59. CCOC(=O)c1c(C)[nH]c(NC(=O)Nc2c(C)n(C)n(-c3ccccc3)c2=O)c1C
60. COCOc1ccc(C=O)cc1OCOC
61. CC(C)(C)CC(=O)Nc1ccc(S(=O)(=O)NC2=NCCCCC2)cc1
Screen / compound no.	51	52	53	54	55	56	57	58	59	60	61
GRIN3A LBD mod	-19.8	2.5	-4.0	0.5	-6.3	1.3	-0.5	-2.6	-1.7	-1.9	-0.3
PfGluPho inh	7.8	0.1	5.0	0.1	-3.9	-8.1	-1.9	-4.0	-4.3	-10.4	5.8
hIAP act	0.895	1.2	0.958	1.04	1.17	0.946	1.31	0.898	0.931	1.17	0.935
SENP6 inh	10.1	-3.2	-18.7	-8.3	5.1	1.6	-7.7	5.2	-13.8	-15.0	9.0
SENP1 FRET inh	-23.5	3.0	3.3	2.6	-5.1	2.0	1.6	1.4	8.2	0.7	-4.4
SENP8 inh	-302.7	0.2	15.7	-3.7	-2.9	15.0	11.5	6.5	2.3	28.2	6.0
ATG4B inh	1.4	-12.3	-1.7	-8.9	-11.6	3.3	8.6	-14.0	5.9	1.6	-5.5
MPTP block	2.7	-1.8	0.2	-3.3	88.2*	-0.5	0.7	0.0	0.8	-2.2	-0.3
